Screening data deposited in PubChem by several laboratories.
sPLA2-III inh: Blocks human group III sPLA2 activity. inhibition, % at 12.2 µM. Q9NZ20. QFRET BODIPY PC-A2 liposome hydrolysis, fluorescence. 370,000 tested, 0.56% active;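 active = inhibition above mean plus 3 SD of compounds lying within the high and low control bounds, cut at about 19% in these data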;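 note: 0% = median of test compound wells and 100% = no enzyme DMSO wells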
DAX1 inh-1: inhibitors of DAX1 repression of SF-1 activated StAR promoter; HEK293T StAR-luciferase reporter, SF-1/DAX-1 repression relief; inhibition, % at 6.8 µM; 370,000 tested, 1.1% active; AID 652010;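 active = inhibition above the mean over all tested compounds plus 3 SD, cut at about 3.6% in these data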;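 note: 0% = DAX-1 cells with DMSO and 100% = cells lacking DAX-1 with DMSO; higher inhibition means more luminescence from relief of DAX-1 repression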
SMARCA2 act: increases SMARCA2 function in MMTV reporter cells. 370,000 tested, 1% active. activation, % at 9.1 µM. MG213 cells, MMTV-luciferase reporter, dexamethasone, overnight; in the data active = activation above about 7.8%;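 note: 0% = vehicle wells and 100% = reference activator wells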
GC-A act: GC-A (human) enzyme activation; P16066; HEK293 GC-A cells, cGMP TR-FRET, EC30 ANP; 0% at EC30 ANP, 100% saturating ANP; activation, % at 10 µM; 370,000 tested, 0.14% active; in the data active = activation above about 40%
DAX1 inh-2: inhibits human nuclear receptor DAX1; inhibition, % at 6.75 µM; HEK293 Gal4-DAX1 luciferase reporter, luminescence; AID 504766; 340,000 tested, 0.99% active; P51843;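 active = inhibition above the mean over all tested compounds plus 3 SD, cut at about 4.2% in these data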;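 note: 0% = DAX1-transfected cells with DMSO and 100% = empty-vector control cells with DMSO; inhibition shows as a rise in luminescence from relieved DAX1 repression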
Target sequence (P51843 207-470 limits assumed): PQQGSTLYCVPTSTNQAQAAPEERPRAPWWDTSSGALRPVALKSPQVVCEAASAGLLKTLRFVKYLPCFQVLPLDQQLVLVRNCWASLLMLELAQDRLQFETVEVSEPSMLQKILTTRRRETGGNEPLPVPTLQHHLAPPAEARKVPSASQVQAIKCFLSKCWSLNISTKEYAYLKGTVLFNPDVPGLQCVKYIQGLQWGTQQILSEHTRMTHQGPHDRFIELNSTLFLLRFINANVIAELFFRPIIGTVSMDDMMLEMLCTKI
hcDAF12 agonist: activators of H. contortus DAF-12 nuclear receptor | HEK293 hcDAF-12 lit1-tk-luc reporter, luminescence; 0% DMSO, 100% Δ7-dafachronic acid | activation, % at 6.8 µM | 370,000 tested, 1.4% active | AID 652067;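 active = activation above the mean of all tested compounds plus 3 SD, cut at about 5.5% in these data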;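 note: 100% = response to 3 µM Δ7-dafachronic acid high control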
ssDAF-12 act: activators of S. stercoralis DAF-12 nuclear receptor; HEK293 ssDAF-12/GRIP1 lit1-tk-luc reporter, luminescence; % of 3 µM dafachronic acid response; activation, % at 6.8 µM; 370,000 tested, 1% active; AID 652126;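 active = activation above the mean over all tested compounds plus 3 SD, cut at about 0.9% in these data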;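 note: 0% = DMSO-only wells and 100% = 3 µM delta7-dafachronic acid wells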
hgDAF12 agonist: activates the H. glycines DAF-12 receptor ligand-binding domain; activation, % at 6.8 µM; 370,000 tested, 1.8% active; AID 687014; HEK293 GAL4-hgDAF12 UAS-luciferase reporter, agonist luminescence; normalized to butyrate control;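 active = activation above a cutoff set at the mean of all screened compounds plus 3 SD, cut at about 10% in these data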;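 note: 0% = DMSO wells and 100% = sodium butyrate wells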
GAA850 FXN act: activators of GAA850 frataxin (FXN) promoter; HEK293 lucGAA850 FXN promoter luciferase reporter, 24 h; percent of 10 µM SAHA response; activation, % at 6 µM; AID 540364; 360,000 tested, 0.56% active;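 active = activation above the average of all compounds screened plus 3 SD, cutoff fixed separately per campaign, cut at about 7.5% in these data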;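 note: 0% = DMSO wells and 100% = 10 µM SAHA wells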
ADAM10 inh: ADAM10 inhibition, QFRET primary screen. O14672. recombinant ADAM10, EDANS/DABCYL FRET peptide cleavage, 3 h. inhibition, % at 7 µM. 370,000 tested, 0.62% active. AID 720582;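 active = inhibition above a per-campaign cutoff equal to the mean of compounds falling between control-based bounds plus 3 SD, cut at about 20% in these data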;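 note: 0% = DMSO wells while the 100% control is not disclosed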
Target sequence (O14672 214-748 limits assumed): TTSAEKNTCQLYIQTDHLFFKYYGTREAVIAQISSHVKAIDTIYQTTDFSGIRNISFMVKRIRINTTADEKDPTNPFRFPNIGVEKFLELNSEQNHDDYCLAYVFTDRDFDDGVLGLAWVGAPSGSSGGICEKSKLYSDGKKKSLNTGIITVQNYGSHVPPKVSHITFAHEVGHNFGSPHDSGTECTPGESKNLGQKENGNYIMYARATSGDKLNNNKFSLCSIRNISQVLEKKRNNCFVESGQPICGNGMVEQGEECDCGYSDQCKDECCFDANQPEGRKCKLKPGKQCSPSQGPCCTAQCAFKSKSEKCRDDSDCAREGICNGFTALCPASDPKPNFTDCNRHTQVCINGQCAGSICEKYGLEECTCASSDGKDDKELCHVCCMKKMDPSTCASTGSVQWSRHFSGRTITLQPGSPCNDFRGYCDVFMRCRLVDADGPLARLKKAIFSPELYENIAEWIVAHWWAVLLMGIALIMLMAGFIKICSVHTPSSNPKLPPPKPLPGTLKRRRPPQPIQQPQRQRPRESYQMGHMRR
NPR2 activator: GC-B (human) receptor activation | AID 1920062 | activation, % at 10 µM | P20594 | 370,000 tested, 0.11% active | HEK293-GC-B cells, CNP EC30, cGMP TR-FRET; 0% at EC30 CNP, 100% saturating CNP;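 active = activation at 10 µM reaching about 35% in either raw or pattern-adjusted values, limit read from the data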
* marks the source's active call; other numbers are inactive results; · = not tested or not shown. The order is random; overall some 6.6% were active at least once.

SMILES	sPLA2-III inh	DAX1 inh-1	SMARCA2 act	GC-A act	DAX1 inh-2	hcDAF12 agonist	ssDAF-12 act	hgDAF12 agonist	GAA850 FXN act	ADAM10 inh	NPR2 activator
CC(=O)Nc1ccc(S(=O)(=O)NC2CC2)cc1	9	0.4	-4	-1	0.4	0.5	-1.2	0.4	0.3	-3	12
CCOc1ccccc1C(=O)NC(C(=O)N(C)Cc1ccc2c(c1)OCO2)C(C)C (stereo unspecified)	5	-0.1	1	-2	-0.9	-0.3	-1.6	-1.6	0.6	-13	-1
O=C(Nc1ccc([N+](=O)[O-])cc1)N1CCN(C(=O)C2CCCO2)CC1 (stereo unspecified)	3	0.0	-1	3	-0.7	-3.1	-0.9	4.2	1.9	5	3
O=C1C=C(c2cccc(Cl)c2O)C[C@@H](c2ccc3c(c2)OCO3)C1	-5	0.2	1	8	0.8	0.9	-1.3	-0.2	1.3	8	8
CC(C)N1C(=S)N(Cc2ccco2)C(=O)C1CC(=O)Nc1ccccc1 (stereo unspecified)	-12	0.4	0	0	-0.9	-1.9	-1.6	-1.7	0.1	-8	11
CCOC(=O)c1c(S(=O)(=O)NCC2CCN(CCc3cccs3)CC2)c(C)n(C)c1C	-11	0.2	-1	1	-0.3	-0.7	-0.4	1.0	-0.2	-2	0
O=C(N/C(=C/c1cccnc1)C(=O)N1CCCCCC1)c1cccc(Br)c1	-12	-1.3	-2	-1	1.0	-1.5	-1.1	0.6	-1.7	-7	-3
COc1ccc(NC(=O)CNS(=O)(=O)c2ccccc2)cc1Cl	-18	-0.3	2	5	0.7	-2.8	-0.9	-0.3	-0.5	-6	1
CSC1=NCCN1C(=O)COc1ccccc1	-1	0.4	-1	2	1.5	0.3	-1.1	-0.6	2.4	-8	0
O=C(N/N=C/c1ccccn1)c1ccc(NC(=O)c2ccc(F)cc2)cc1	-2	-1.0	-1	-1	-1.9	1.0	-0.9	-2.0	0.8	2	2
CCOc1ccc(/C=C/C(O)=C2/C(=O)NC3(C)CC2c2ccccc2O3)cc1OC (stereo unspecified)	4	-1.8	-3	-2	-5.5	0.0	-1.2	-0.8	-7.1	-3	-2
c1ccc(-c2nnc(-c3ccccc3)o2)cc1	-8	3.1	5	-9	4.6*	5.9*	1.2*	12*	7.3	-2	0
CN(CCCN1CCOCC1)C(=O)c1cc(COc2cccc(C(F)(F)F)c2)on1	-4	-0.1	0	3	-0.1	0.2	-0.7	1.0	1.8	-8	1
CN(C(=O)CSc1nnc(-c2ccccc2)o1)c1c(N)n(Cc2ccccc2)c(=O)[nH]c1=O	5	0.1	3	2	-1.0	-0.3	-1.2	-0.5	-2.1	5	5
CCC(=O)c1ccc(OCCSc2ncccn2)cc1	1	2.8	1	2	1.2	3.3	0.3	8.0	5.1	5	-5
Cc1ccc(N2C(=O)Nc3ccc(Br)cc3C2(O)C(=O)NCCN(C)C)cc1C (stereo unspecified)	5	0.2	1	1	0.2	3.8	-1.0	-1.0	1.5	-3	4
C=CCN1c2ccccc2C(=O)CS1(=O)=O	-20	-0.4	0	2	1.3	1.2	-1.1	1.0	1.4	-10	0
COc1ccc(-c2cc(=O)oc3cc(OCC(=O)NCC(O)c4ccccc4)ccc23)cc1 (stereo unspecified)	-2	0.1	2	2	0.5	-0.6	-0.7	-0.7	-1.0	-15	3
O=C(CSc1nnc(-c2ccc(O)cc2)o1)Nc1cccc(O)c1	-22	0.8	3	-3	1.5	1.8	0.2	6.3	0.4	9	-6
Fc1ccccc1CSc1ncn[nH]1	-1	0.8	9.0*	-1	0.8	1.1	-0.5	2.7	4.1	9	-1
O=C(O)c1ccnc(Cl)c1	1	-0.7	-2	0	0.5	0.8	-1.1	0.2	2.0	-3	2
Cc1cc(C(=O)Oc2ccccc2C(=O)O)c(C)o1	-1	-0.5	0	1	-0.6	-0.6	-1.0	2.0	2.6	4	3
COC(=O)[C@]12C[C@H](CC(=O)N3CCN(C(=O)c4ccco4)CC3)C(=O)N(Cc3ccc(Cl)cc3Cl)C1=C[C@H](COCc1ccccc1)O[C@@H]2C	-22	-0.9	-4	-2	·	-2.4	-1.3	1.9	·	17	6
COC(=O)CCCCCN1C(=O)NC(c2ccccc2)C(C(=O)OCc2ccccc2)=C1C (stereo unspecified)	2	-1.0	-3	-8	-0.9	-2.6	-1.0	-0.6	0.1	10	-13
O=C(NCCc1nccs1)C1CCC(=O)N(Cc2cccc(C(F)(F)F)c2)C1 (stereo unspecified)	6	1.4	-3	0	1.1	-0.2	-0.8	-3.1	2.8	-4	0
CCCC(=O)N1CCN(c2ccc(NC(=O)c3ccco3)cc2)CC1	-4	0.3	4	-3	-0.2	-0.3	-0.9	3.4	3.6	-2	-4
O=C(COC(=O)COc1ccccc1)Nc1ccc2c(c1)OCCO2	-2	-0.5	1	-1	1.5	0.0	-0.5	-0.1	-1.2	2	-3
COC(=O)c1cc(CNC(=O)c2ccc(O)c(Cl)c2)ccc1OC	1	0.1	1	1	-0.2	3.8	-0.5	1.7	1.6	7	4
O=[N+]([O-])c1ccccc1NCc1c(O)ccc2ccccc12	-45	-0.2	-2	7	2.7	6.3*	1.6*	-0.8	1.6	-40	-4
CN(c1ccc(C(=O)N2CCOCC2)cc1[N+](=O)[O-])C1CCCCC1	-3	0.5	3	7	0.0	0.3	-0.9	4.6	4.2	6	0

Part of the list above, reformatted:
mol,sPLA2-III inh,DAX1 inh-1,SMARCA2 act,GC-A act,DAX1 inh-2,hcDAF12 agonist,ssDAF-12 act,hgDAF12 agonist,GAA850 FXN act,ADAM10 inh,NPR2 activator
Cc1ccc(N2C(=O)Nc3ccc(Br)cc3C2(O)C(=O)NCCN(C)C)cc1C (stereo unspecified),5,0.2,1,1,0.2,3.8,-1.0,-1.0,1.5,-3,4
O=C(COC(=O)COc1ccccc1)Nc1ccc2c(c1)OCCO2,-2,-0.5,1,-1,1.5,0.0,-0.5,-0.1,-1.2,2,-3
COC(=O)[C@]12C[C@H](CC(=O)N3CCN(C(=O)c4ccco4)CC3)C(=O)N(Cc3ccc(Cl)cc3Cl)C1=C[C@H](COCc1ccccc1)O[C@@H]2C,-22,-0.9,-4,-2,·,-2.4,-1.3,1.9,·,17,6
Fc1ccccc1CSc1ncn[nH]1,-1,0.8,9.0*,-1,0.8,1.1,-0.5,2.7,4.1,9,-1
CCCC(=O)N1CCN(c2ccc(NC(=O)c3ccco3)cc2)CC1,-4,0.3,4,-3,-0.2,-0.3,-0.9,3.4,3.6,-2,-4
COc1ccc(-c2cc(=O)oc3cc(OCC(=O)NCC(O)c4ccccc4)ccc23)cc1 (stereo unspecified),-2,0.1,2,2,0.5,-0.6,-0.7,-0.7,-1.0,-15,3
O=C(NCCc1nccs1)C1CCC(=O)N(Cc2cccc(C(F)(F)F)c2)C1 (stereo unspecified),6,1.4,-3,0,1.1,-0.2,-0.8,-3.1,2.8,-4,0

Additional records.
SMILES	sPLA2-III inh	DAX1 inh-1	SMARCA2 act	GC-A act	DAX1 inh-2	hcDAF12 agonist	ssDAF-12 act	hgDAF12 agonist	GAA850 FXN act	ADAM10 inh	NPR2 activator
O=C1CCC[C@H]2C[C@H](NCc3ccc(F)cc3)CC[C@]23CCCN13	4	·	·	-5	·	-1.4	-1.6	0.1	·	-8	-5
CCc1c(C)c2ccc(OC3CCCCC3=O)cc2oc1=O (stereo unspecified)	2	0.7	14*	2	1.0	-1.0	-0.8	3.6	5.6	-191	-3
CCn1cc(C(=O)NCc2ccc(C)o2)c2cc(OC)c(OC)cc2c1=O	7	-0.4	-2	-1	2.5	-2.3	-1.2	0.2	0.5	-7	4
O=C(C[n+]1ccccc1)Nc1cc(C(F)(F)F)ccc1Cl	1	-0.2	-3	5	1.4	-3.3	-1.4	0.0	1.5	-4	-2
CC(C)CC1CCCC12NC(=O)NC2=O (stereo unspecified)	1	-0.8	-2	-3	-1.6	0.1	-0.8	3.0	-0.2	-7	7
Cc1cc(-c2n[nH]c(=S)n2/N=C/c2sccc2C)n[nH]1	19	-0.6	-2	-1	0.9	-2.2	-1.6	-2.6	-0.3	14	-10
COc1ccc(C)cc1NC(=O)c1cnc2n(c1=O)CCS2	1	1.3	9.8*	2	1.9	0.2	-1.8	0.8	4.5	8	-2
COc1ccc(N(C)C(=O)Cc2c(C(=O)O)n(C)c3ccccc23)c(OC)c1	3	-0.3	0	2	-0.2	2.0	-0.7	-0.5	1.3	5	0
CC1CC(C)CN(CC(=O)N2CCc3[nH]c4ccccc4c3C2)C1 (stereo unspecified)	-28	-0.5	4	1	3.6	-1.2	-1.0	-3.0	-0.1	-15	0
CCN(CC(=O)Nc1ccc(NC(C)=O)cc1)C(=O)c1ccc(N2C(=O)c3ccccc3C2=O)cc1	9	3.3	-2	-4	0.7	0.5	-1.2	2.3	2.4	-2	2
CCOc1ccc(NC(=O)CNc2cccc(S(=O)(=O)N3CCCCCC3)c2)cc1OCC	-18	-3.9	-1	-1	-1.4	-1.6	-1.8	-3.4	-3.4	2	6
O=C(OCc1cccc([N+](=O)[O-])c1)c1cc2ccccc2oc1=O	5	-0.3	3	-2	0.5	2.6	-1.1	1.2	0.3	0	-6
Cn1ccc2cc(OCc3ccccc3)ccc21	-3	4.2*	4	5	2.6	4.5	1.4*	22*	6.0	-3	-2
Nc1cc(=O)[nH]c(SCC(=O)N2CCN(S(=O)(=O)c3ccc4ccccc4c3)CC2)n1	-14	0.0	1	2	0.5	-1.2	-1.0	-2.6	-0.7	3	-2
CC(=O)Oc1cc(C(C)C)c(OCCN(C)C)cc1C	-10	-0.1	0	-4	-0.3	-1.1	-0.7	3.5	-0.7	-6	0
C=CCN=C1S/C(=C\N(C)C)C(=O)N1S(=O)(=O)c1ccc(C)cc1	-3	-2.4	-3	-2	-0.2	-1.5	-0.8	-1.9	1.5	-6	2
C=CCN1C(=O)[C@H](CC(=O)NCC23CC4CC(CC(C4)C2)C3)[C@@]2(C(=O)OCC)CCCC=C12	8	-1.7	-3	-1	·	-3.3	-1.3	0.4	·	-10	4
Cc1ccc(CCNC(=O)C2CCN(c3nn4c(=O)cc(C)nc4s3)CC2)cc1	5	0.2	0	2	-1.5	1.7	-1.0	-1.4	0.7	-8	-10
O=C(OCC(=O)c1ccc[nH]1)c1ccc(F)c(S(=O)(=O)N2CCOCC2)c1	-4	0.0	-2	0	0.0	-1.0	-0.4	1.4	2.2	-6	2
CC(C)C(OC(=O)c1ccc(Cl)nc1)C(=O)NC1CCCCC1 (stereo unspecified)	5	0.2	1	-1	2.4	-1.1	-0.9	1.8	-3.5	1	9
CC(C)(C)OC(=O)N1CCc2onc(-c3ccc(-n4cc(C5=CCCCC5)nn4)cc3)c2C1=O	2	0.8	5	1	·	-0.9	-1.1	5.5	·	-11	4
N#Cc1ccc(C2CC(OCCF)=CC(=O)O2)cc1 (stereo unspecified)	1	-0.4	0	2	·	-2.4	-0.9	-4.1	·	1	2
COC(=O)c1nnn(-c2nonc2N)c1-c1cccs1	-3	-0.6	-3	1	1.5	-0.2	-1.2	0.3	-1.4	-13	5
Cn1c(N)c(C(=O)COC(=O)C2=COCCO2)c(=O)n(C)c1=O	3	0.1	1	2	-0.6	0.4	-1.5	0.1	-2.8	-2	-2
